Compound activity deposited in PubChem by Sanford-Burnham Center for Chemical Genomics.
XBP1 UPR activ = activators of adaptive arm of unfolded protein response (XBP1) | CHO-XBP1 luciferase reporter, IRE1-XBP1 UPR activation, luminescence; percent of tunicamycin response, DMSO as zero | activation, % at 20 µM | 0.33% of 330,000 active | AID 463104;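 active = versus positive control, 20 µM dose yields 30% or more activation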;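 note: 100% = tunicamycin at 10 µg/mL and 0% = DMSO only wells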
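Test system: CHO-XBP1 luciferase reporter cells | Buffer or medium: Serum-containing F12 medium, 10% FBS | Schedule: 6 h compound exposure at 37 °C, 5% CO2 | Detection: Steady-Glo luciferase glow luminescence, 10 min after reagent addition | Read-out basis: Activation, % of tunicamycin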
Jurkat NFkB inh = inhibitors of the PMA/ionomycin-induced NF-kB reporter in Jurkat cells. PMA/ionomycin-induced NF-kB luciferase reporter, luminescence. 0.53% of 330,000 active. inhibition, % at 4 µM. AID 435003; in the data active = inhibition above about 50%
697 NFkB inh = lowers PMA/ionomycin-induced NF-kB signal in 697 B cells; 0.33% of 330,000 active; AID 435022; inhibition, % at 4 µM; 697 B-cell NF-kB luciferase reporter, 16 h; in the data active = inhibition above about 35%
Gli-Sufu antag = antagonists of Gli-Sufu signaling. Sufu-KO-LIGHT fibroblasts, Gli luciferase reporter luminescence. inhibition, % at 5 µM. 0.74% of 340,000 active;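 active = inhibition above about 55%, limit read from the data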;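 note: 0% = DMSO-treated cells and 100% = wells with medium but no cells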
Mdm2 MdmX PPI = human Mdm2/MdmX binding inhibition. O15151+Q00987. SaOS-2 split-luciferase Mdm2/MdmX complementation, luminescence. inhibition, % at 8 µM. 3% of 330,000 active. AID 485346;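 active = inhibition of at least 50% at 8 µM in the primary screen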
CHOP UPR activ = activators of apoptotic arm of unfolded protein response (CHOP) | activation, % at 10 µM | CHO-CHOP luciferase reporter, UPR activation, luminescence; percent of tunicamycin response over DMSO baseline | 0.34% of 330,000 active;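 active = at 10 µM dose, activation of 40% or more, normalized to positive control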;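 note: 100% = tunicamycin at 10 µg/mL and 0% = DMSO alone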
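Assay system: CHO-CHOP cells, stable luciferase reporter of PERK-eIF2a-CHOP signalling / Buffer or medium: F12 plus 10% serum / Compound dosing: one dose, 10 µM in 0.5% DMSO / Times: 6 h compound treatment, 37 °C / Technique: luciferase luminescence / Read-out: % reporter activation, DMSO baseline versus tunicamycin full activation / Benchmarks: tunicamycin and DMSO controls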
EBI2 antag = antagonists of human EBI2 receptor | P32249 | EBI2 beta-arrestin recruitment, luminescence, 7a,25-OHC stimulated | inhibition, % at 5 µM | 0.81% of 360,000 active | AID 651636; in the data active = inhibition above about 38%;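 note: enzyme fragment complementation signal reports receptor beta-arrestin coupling in cells; 0% = agonist plus DMSO wells and 100% = wells without agonist; some results beyond the cut were filed as inactive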
Target sequence (P32249 whole entry, looked up, the tested form may be a part): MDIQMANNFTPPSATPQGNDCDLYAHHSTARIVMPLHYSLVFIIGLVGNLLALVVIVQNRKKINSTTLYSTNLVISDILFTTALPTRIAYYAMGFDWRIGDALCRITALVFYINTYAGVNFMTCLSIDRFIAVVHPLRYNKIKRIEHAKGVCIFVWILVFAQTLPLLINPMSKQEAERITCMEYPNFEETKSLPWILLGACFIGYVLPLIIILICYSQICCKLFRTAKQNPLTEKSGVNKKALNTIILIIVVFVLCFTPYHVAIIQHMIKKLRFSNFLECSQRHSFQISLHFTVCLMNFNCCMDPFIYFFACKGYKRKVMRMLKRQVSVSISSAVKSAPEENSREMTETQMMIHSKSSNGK
CXCR6 inh = CXCR6 (human) receptor inhibition | O00574 | CHO-K1 PathHunter CXCR6 beta-arrestin, luminescence | inhibition, % at 20 µM | 0.36% of 360,000 active; in the data active = inhibition above about 34%, passing the limit was not always enough;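 note: antagonist mode with CXCL16 agonist at 10 nM final; 0% = 10 nM CXCL16 with DMSO and 100% = unstimulated wells without agonist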
CCR6 antag = antagonists of human CCR6 receptor | AID 493098 | inhibition, % at 20 µM | P51684 | 0.49% of 340,000 active | CHO-K1 CCR6 PathHunter beta-arrestin, luminescence, CCL20-stimulated;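 active = compounds whose inhibition of the agonist-driven luminescence signal at 20 µM reaches about 50%, limit read from the data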;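 note: cells stimulated with CCL20 at 14 nM final; plate controls were DMSO with CCL20 for no effect and DMSO without agonist for full effect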
The depositor's hits bear a star. An unsorted share of the library; overall some 5% were active at least once.

SMILES,XBP1 UPR activ,Jurkat NFkB inh,697 NFkB inh,Gli-Sufu antag,Mdm2 MdmX PPI,CHOP UPR activ,EBI2 antag,CXCR6 inh,CCR6 antag
CC(C)CC(=O)NC1(C(F)(F)F)C(=O)N(CC(C)C)C2=C1C(=O)CC(C)(C)C2 (configuration not stated),-4,13,19,-6,-9,-0.5,-3,1,-7
CCCCOc1ccc(-c2nc(-c3cccnc3)no2)cc1,-2,-85,-145,-60,-102,3.5,0,-4,-11
N/C(=N\OC(=O)CCCC(=O)O)c1ncc(C(F)(F)F)cc1Cl,-4,0,-1,4,10,-1.0,-11,2,-13
CCCC(=O)NC(NC1CCS(=O)(=O)C1)C(Cl)(Cl)Cl (configuration not stated),-4,-17,-10,-1,-14,-0.6,-8,-10,5
O=C(CCn1c(=O)[nH]c2ccccc2c1=O)N1CCN(c2cccc(C(F)(F)F)c2)CC1,1,-9,10,2,6,-0.7,4,-4,15
O=C(N/N=C/c1ccc(OC(=O)c2ccc(Br)cc2)cc1)c1ccncc1,9,2,-4,-19,-10,1.0,-7,11,15
CC(=O)N1CCN(C(=S)NC(=O)C23CC4CC(CC(C4)C2)C3)CC1,0,3,12,-5,9,-2.5,-8,-1,5
O=C(N/N=C/C=C/c1ccccc1)c1cccc(Br)c1,2,-12,1,-8,9,1.3,4,15,43

Single records, as listed above. Order of values: XBP1 UPR activ | Jurkat NFkB inh | 697 NFkB inh | Gli-Sufu antag | Mdm2 MdmX PPI | CHOP UPR activ | EBI2 antag | CXCR6 inh | CCR6 antag
Results for O=C(N/N=C/c1ccc(OC(=O)c2ccc(Br)cc2)cc1)c1ccncc1 = 9 | 2 | -4 | -19 | -10 | 1.0 | -7 | 11 | 15
Results for CC(=O)N1CCN(C(=S)NC(=O)C23CC4CC(CC(C4)C2)C3)CC1 = 0 | 3 | 12 | -5 | 9 | -2.5 | -8 | -1 | 5
Results for CCCCOc1ccc(-c2nc(-c3cccnc3)no2)cc1 = -2 | -85 | -145 | -60 | -102 | 3.5 | 0 | -4 | -11
Results for O=C(N/N=C/C=C/c1ccccc1)c1cccc(Br)c1 = 2 | -12 | 1 | -8 | 9 | 1.3 | 4 | 15 | 43
Results for CC(C)CC(=O)NC1(C(F)(F)F)C(=O)N(CC(C)C)C2=C1C(=O)CC(C)(C)C2 (configuration not stated) = -4 | 13 | 19 | -6 | -9 | -0.5 | -3 | 1 | -7

Further entries.
SMILES,XBP1 UPR activ,Jurkat NFkB inh,697 NFkB inh,Gli-Sufu antag,Mdm2 MdmX PPI,CHOP UPR activ,EBI2 antag,CXCR6 inh,CCR6 antag
CC(OC(=O)Cn1cc(C(F)(F)F)ccc1=O)C(=O)NC(C)c1ccc(Cl)cc1Cl (configuration not stated),0,5,11,-29,5,1.6,-8,-6,-2
Cn1nnc(NC(=O)c2ccccc2)n1,-4,1,12,-4,-6,-1.7,6,-3,6
O=C(CN(Cc1ccco1)C(=O)c1ccc(F)cc1)Nc1ccccc1Br,-3,7,-7,7,-5,-0.6,-9,5,7
COc1ccc(C(=O)NCC(=O)N2CCC(Cc3ccccc3)CC2)cc1OC,0,4,8,3,16,-0.9,-13,-3,9
Cc1nn(-c2ccccc2)c(N)c1-c1ccccc1,2,-45,-39,-17,-24,2.4,-1,-1,5
CSC1=C(C#N)C(c2ccc(C(C)C)cc2)CC(=O)N1 (configuration not stated),1,-2,-8,-2,20,-0.8,-4,-1,19
CC(=O)n1cc(/C=N/NC(N)=S)c2ccccc21,-1,4,13,-8,21,-1.5,-10,5,-7
Cc1nc(C)c(C(=O)N(c2ccc(F)cc2)C(C(=O)NCC2CCCO2)c2ccccc2)s1 (configuration not stated),-5,-4,7,-4,6,-0.9,-4,-6,1
O=C(CN1C(=O)C2C3c4ccccc4C(c4ccccc43)C2C1=O)Nc1cccc(C(=O)O)c1 (configuration not stated),-3,-5,-22,-5,5,0.4,-15,-3,-10
Nc1cc(N)cc(-c2nc3ccccc3o2)c1,0,-2,6,-13,13,-0.8,-1,-8,-2
Cc1ccccc1NC(=O)CN1C(=O)NC(C)(CCc2ccccc2)C1=O (configuration not stated),-2,-10,0,1,-5,0.3,-7,4,10
COc1cc(C2Nc3ccccc3NC3=C2C(=O)CC(C)(C)C3)cc(OC)c1OC (configuration not stated),-1,6,13,-7,24,7.1,-8,1,4
O=C(COC(=O)C1=COCCO1)Nc1ncc(C(F)(F)F)cc1Cl,-1,8,-9,1,-2,0.0,1,5,4
NC(=O)c1c(NC(=S)Nc2ccc(F)cc2)sc2c1CCCC2,0,2,12,-4,-11,1.3,0,-11,-7
Cc1cccc(/C=N/NC(=O)Cn2nccc2C)n1,-3,-8,-9,6,3,3.0,4,2,-4
Cc1ccc(C(=O)Nc2nc3ccccc3n2CCN2CCCC2)cc1,-2,-88,-145,9,-12,2.3,8,31,29

Already shown: entries from further up.
SMILES,XBP1 UPR activ,Jurkat NFkB inh,697 NFkB inh,Gli-Sufu antag,Mdm2 MdmX PPI,CHOP UPR activ,EBI2 antag,CXCR6 inh,CCR6 antag
O=C(CN1C(=O)C2C3c4ccccc4C(c4ccccc43)C2C1=O)Nc1cccc(C(=O)O)c1 (configuration not stated),-3,-5,-22,-5,5,0.4,-15,-3,-10
Nc1cc(N)cc(-c2nc3ccccc3o2)c1,0,-2,6,-13,13,-0.8,-1,-8,-2
